# 14-3-3 Bad inh: disrupts binding of bovine 14-3-3 zeta to phospho-Bad peptide; 0.71% of 220,000 active; AID 781; TR-FRET 14-3-3zeta/Dy647-pBad peptide displacement, 1 h; inhibition, % at 21.7 µM;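 active = inhibition above about 70%, limit read from the data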;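 also: 0% = full 14-3-3 plus peptide FRET controls and 100% = background without 14-3-3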
# eIF4E 4G PPI: eIF4E/eIF4G interaction inhibition in translation initiation. TR-FRET eIF4E-eIF4GI(517-606) binding, 2 h. inhibition, % at 21.7 µM. 0.37% of 220,000 active. AID 782;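 active = inhibition above about 30%, limit read from the data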;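 also: 0% = full FRET control wells and 100% = background wells lacking eIF4GI fragment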
# m-calpain inh: inhibitors of pig calpain II; AID 1236; inhibition, % at 16 µM; purified calpain II, fluorogenic peptide substrate, 30 min; 0.37% of 220,000 active;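 active = inhibition above about 50%, limit read from the data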
# TbHK1 inh: T. brucei hexokinase 1 inhibition; recombinant TbHK1, G6PDH-coupled NADH A340; inhibition, % at 10 µM; 0.11% of 220,000 active;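 active = inhibition of 50% or more in the single-dose primary screen; inactive = inhibition below 50%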
# EP2 antag: blocks the human prostaglandin E2 receptor EP2; P43116; C6 glioma cells expressing human EP2, cAMP TR-FRET; cells stimulated with saturating PGE2; inhibition, % at 25 µM; 0.52% of 260,000 active;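 active = percent inhibition above 40 after rounding to a whole number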;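 also: rat C6 glioma host cells with rolipram phosphodiesterase inhibitor present; the protocol text gives 20 µM as final concentration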
# zVAD death inh: blocks zVAD induced death of L929 cells. AID 1377. L929 zVAD necroptosis rescue, ATP luminescence, 24 h; with zVAD 60 µM. 0.38% of 220,000 active. viability rescue, % at 10 µM;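 active = activation, scaled between plate controls, above about 75%, limit read from the data; inactive = activation under that limit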;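 also: 0% = zVAD with DMSO and 100% = DMSO alone without zVAD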
# EP2 mod: EP2 receptor (human) modulation | P43116 | EP2-expressing cells, cAMP HTRF FRET, PGE2 co-stimulation | induction, % at 25 µM | 0.83% of 260,000 active;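 active = compounds whose cAMP rise, as percent of the full-agonist control response, exceeds 60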;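 also: rat C6 glioma line stably carrying human EP2 under a CMV promoter; the protocol text gives 20 µM as final concentration; 100% = response of wells given 1 µM PGE2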
# Rad51 HR inh: blocks human Rad51 in homologous recombination. hRad51 DNA strand exchange, fluorescence dequenching. inhibition, % at 10 µM. 0.085% of 200,000 active. AID 1385;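 active = inhibition above 40% at the single screening dose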;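 also: 0% = DMSO control wells and 100% = blanks with heterologous ssDNA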
#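 Material: human Rad51–ssDNA filaments; Probe or stimulus: labelled 47-mer dsDNA for strand exchange; Doses: single 10 µM dose; Incubation: 37 °C 15-min filament assembly, 30-min compound preincubation, 15-min exchange; Technique: FRET fluorescence dequenching, excitation 485 nm, emission 520 nm; Measure: Fluorescence-based percent inhibition, control- and blank-normalised; Benchmarks: plate control and blank wells.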
# Hck Nef HTS: human Hck-Nef kinase inhibition; P08631; Recombinant Hck-YEEI plus Nef, Z-Lyte FRET kinase assay; inhibition, % at 20 µM; 0.68% of 220,000 active; AID 463187;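 active = Hck-Nef kinase inhibition above about 50%, limit read from the data; inactive = inhibition below that limit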;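 also: 0% = DMSO with Hck plus Nef and 100% = Hck alone without Nef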
# An asterisk follows results filed as active; i = inactive; nt = not tested or not shown; [ ] = dose if it differs, or a comment.
SMILES,14-3-3 Bad inh,eIF4E 4G PPI,m-calpain inh,TbHK1 inh,EP2 antag,zVAD death inh,EP2 mod,Rad51 HR inh,Hck Nef HTS
N#Cc1c(NC(=O)c2ccc(-c3ccccc3[N+](=O)[O-])o2)sc2c1CCCC2,-11,-7[fluorescence artefact?],-19,-5,13,3.0,-2,0,1
CC(C)(C)c1nc(SCC(=O)Nc2ccc3c(c2)OCCO3)c2ccccc2n1,-10,10,20,8,15,0.3,33,-3,-1
CCOC(=O)COc1ccc(C(=O)Nc2cccc(Cl)c2C)cc1,-6,-2,2,2,14,-0.1,-88,2,15
CS(=O)(=O)N(CC(=O)Nc1ccc(S(=O)(=O)N2CCCC2)cc1)c1ccccc1,4,2,4,0,0,0.4,-16,1,22
NC(=O)c1ccccc1NC(=O)c1ccccc1Cl,8,-7,-8,-6,5,0.1,14,nt,19
CCCCc1ccc(S(N)(=O)=O)cc1,-11,-4,-8,-3,11,1.6,11,-5,-5
CN1OC(COC(=O)c2ccc(Cl)cc2)CC1c1ccccc1 (stereo not given),68,-5,7,-1,2,-0.1,21,-3,10
Cc1ccc2nc(-c3cccnc3)cc(C(=O)Nc3ccc(F)cc3C)c2c1,62,-8,-2,-5,13,2.7,-11,7,5
O=C(Cc1csc(N2CCOCC2)n1)N/N=C/c1ccc(Cl)cc1Cl,-5,-10,-58,-9,4,-0.1,-26,2,3
CCCNC(=O)NC(=O)CSc1nnc(-c2ccncc2)n1CC,-2,-1[fluorescence artefact?],13,3,7,-0.6,15,-7,-1
Cc1cc(N)ccc1N1CCCC1,97*[fluorescence artefact?],45*[fluorescence artefact?],-68,18,12,0.9,-26,60*,3
Cc1cc2[nH]ncc2cc1NC(N)=S,-10,-1,-15,5,4,1.3,3,7,-5
Cc1cc(NC(=O)CSc2nnc(-c3ccncc3)n2C)n(-c2ccccc2)n1,-1,-1,-11,-2,6,0.7,-15,-9,-10
COc1ccc(NC(=O)c2cc(-c3ccc(C)o3)nc3ccccc23)cc1OC,-7[fluorescence artefact?],11[fluorescence artefact?],i,0,13,0.8,11,-4,2
O=C(NCc1ccccn1)C(=O)N/N=C/c1ccc2c(c1)OCO2,-4,-1,-22,-43,2,-1.8,-6,0,17
CCc1ccccc1NC(=S)N1CCNC(=O)C1CC(=O)OC (stereo not given),-9,1,-22,3,8,1.3,15,-3,2
O=C(NCCSc1ccccc1)c1ccc(Br)cc1,4,2,4,4,2,1.7,-12,10,3
COc1cccc(NCc2cc(=O)oc3cc(-c4ccccc4)c(O)cc23)c1,-9[fluorescence artefact?],10,10,-8,8,2.4,7,3,1
O=C(CCc1ccccc1)Nc1nn[nH]n1,4,-2[fluorescence artefact?],17,-1,7,-0.4,18,16,-41
O=C(C/C=N\OCc1ccc([N+](=O)[O-])cc1)Nc1ccc(F)cc1F,6,3,-8,-1,8,0.6,-32,-34,1
COC(=O)c1[nH]c2cccc(OC)c2c1NC(=O)CCN1CCSCC1,-6,3,-104,-35,15,1.5,-14,18,3
COCCNC(=O)c1cc2cc(Br)cc(Br)c2oc1=O,-7,2,-13,-5,9,5.9,15,14,14
O=S(=O)(c1ccc2oc3ccccc3c2c1)N1CCOCC1,10,1[fluorescence artefact?],-6,-10,8,-0.2,-4,2,0
COc1cc(OC)nc(Oc2cc(/C=N/O)ccc2OC)n1,-2,2,27,-2,7,0.9,4,6,22
O=C1CC(c2ccccc2)CC(=O)C1CS(=O)(=O)c1ccccc1 (stereo not given),-7,5,-32,5,3,0.4,13,15,30
COc1ccc(Nc2ncnc3nc[nH]c23)cc1OC,1,1,-12,7,6,3.9,7,-4,12
COc1ccccc1Nc1nc(NCCCN(C)C)nc(N)c1[N+](=O)[O-],7,3,25,-60,2,63,-23,29,6
Nc1ccc2c(C(F)(F)F)cc(C(F)(F)F)nc2n1,-4,5,i,-9,4,0.8,20,-70,37
CC1CCN(c2ccc(C=O)o2)CC1,-7,1,-14,-21,6,0.3,21,19,-1
COc1ccc(C2NCCc3c2[nH]c2ccccc32)cc1CN1CCc2cc(OC)c(OC)cc2C1C (stereo not given),41,-4,-16,-9,11,-1.9,-72,-16,5
O=C(NCc1ccccc1)c1ccc(CNc2c(N3CCCC3)c(=O)c2=O)cc1,-3,-3,35,-4,5,0.2,-21,16,1
O=C(c1ccccc1)c1ccc(N2CCOCC2)c(NC(=O)c2ccco2)c1,3,-3,33,-20,10,-0.6,-9,-17,9
COc1cccc(CNc2ccc(S(N)(=O)=O)cc2)c1OC,9,-3,5,-3,nt,-0.1,-8,1,7
CCNc1nc(SC(C)C(=O)Nc2ccccc2)nc(N2CCOCC2)n1 (stereo not given),-2,2,14,4,11,-0.5,-8,2,-1
O=S(=O)(c1ccc(-c2ccccn2)s1)N1CCC2(CC1)OCCO2,-14,-5,-25,-6,10,0.3,-24,5,12
Cc1ccc(/C=N/NC(=O)COc2ccccc2-c2ccccc2)cc1,-1[fluorescence artefact?],6,24,9,6,-0.7,7,28,2
CCOC(=O)C1(Cc2ccccc2)CCN(Cc2cnn(C(C)C)c2)CC1,-5,3,-9,-6,3,0.4,-9,nt,0
COc1ccc(C(=O)C2CCCN(C(=O)C3=CCCC3)C2)c(C)c1 (stereo not given),-3,-1,-13,-5,13,5.8,-103,9,23
Cc1cc(C)n2ncc(C(=O)NCc3cccnc3)c2n1,-8,-7,-170,5,11,0.4,9,6,5
Nc1ccccc1S(=O)(=O)C(F)F,3,0,-24,-8,9,0.6,19,-1,22

# Sorted by the number under 14-3-3 Bad inh (rising): some entries from above
canonical_smiles	14-3-3 Bad inh	eIF4E 4G PPI	m-calpain inh	TbHK1 inh	EP2 mod	Hck Nef HTS
O=C1CC(c2ccccc2)CC(=O)C1CS(=O)(=O)c1ccccc1 (stereo not given)	-7	5	-32	5	13	30
Nc1ccc2c(C(F)(F)F)cc(C(F)(F)F)nc2n1	-4	5	i	-9	20	37
COc1ccccc1Nc1nc(NCCCN(C)C)nc(N)c1[N+](=O)[O-]	7	3	25	-60	-23	6

# Record cards (already shown). Order of values: 14-3-3 Bad inh, eIF4E 4G PPI, m-calpain inh, TbHK1 inh, EP2 antag, zVAD death inh, EP2 mod, Rad51 HR inh, Hck Nef HTS
# Shown for `COC(=O)c1[nH]c2cccc(OC)c2c1NC(=O)CCN1CCSCC1` : -6, 3, -104, -35, 15, 1.5, -14, 18, 3
# Shown for `CC1CCN(c2ccc(C=O)o2)CC1` : -7, 1, -14, -21, 6, 0.3, 21, 19, -1
# Shown for `CN1OC(COC(=O)c2ccc(Cl)cc2)CC1c1ccccc1` (stereo not given) : 68, -5, 7, -1, 2, -0.1, 21, -3, 10

# Remaining list, next part
SMILES,14-3-3 Bad inh,eIF4E 4G PPI,m-calpain inh,TbHK1 inh,EP2 antag,zVAD death inh,EP2 mod,Rad51 HR inh,Hck Nef HTS
COc1cc(C(=O)Nc2ccc3c(c2)C(=O)N(CCC(=O)O)C3=O)cc(OC)c1OC,13,-4,-8,-15,6,-1.2,11,0,13
Cc1ccccc1C(=O)c1c[nH]c(C(=O)NCCc2ccccn2)c1,3,1,-21,-4,5,65,-21,3,-2
Cc1nn(C)cc1/C=N/NC(=O)c1ccco1,-4,-1,-10,-23,14,0.8,20,-1,2
O=C(O)c1cc(NCc2ccccc2)ccc1N1CCOCC1,-4,3,-86,4,7,0.0,26,7,-14
CN(C1CCS(=O)(=O)C1)S(=O)(=O)c1ccccc1 (stereo not given),-5,-2,-20,3,6,0.4,8,9,20
C1CCN=C(NC23CC4CC(CC(C4)C2)C3)CC1,3,0,0,-1,9,nt,34,nt,-1
Cc1ccc(CNCC(=O)Nc2ccc(C)cc2Br)cc1,22,4,33,7,8,0.7,-16,-9,-4
Cc1ccc(/C=N/NC(=O)c2c[nH]c3ccccc23)s1,3,5[fluorescence artefact?],36,-47,2,1.4,-33,2,3
Cc1ccnc(NC(=O)c2ccc(Cl)cc2Cl)n1,-18,-2,-13,-4,15,1.4,8,-4,18
Cc1ccccc1NC(=O)Cn1cccc1,-8,0,-19,4,0,0.0,10,1,3
COC(=O)c1ccc(N2C(=O)CC(N3CCOCC3)C2=O)cc1 (stereo not given),-8,14,0,-7,15,1.1,10,-7,1
CC(=O)c1ccc(NC(=S)N(C)C2CCN(C)CC2)cc1,-25[fluorescence artefact?],-2[fluorescence artefact?],17,25,6,0.4,-18,3,3
COc1cccc(-n2c(=O)c3c(C)c(C(=O)N(C)C)sc3n(CC(=O)NCC3CCCO3)c2=O)c1 (stereo not given),2,-6,4,0,2,1.9,28,2,27
O=C(N/N=C/c1ccc(F)cc1)c1cc(-c2ccc3c(c2)OCO3)n[nH]1,8,1,-7,-35,3,-0.8,-41,-14,25
O=c1cc(N=Nc2ccc(Cl)cc2)[nH]c(=O)[nH]1,-1,0,-15,-40,11,5.4,-38,2,2
COc1cccc(C(=O)C2CCCN(C(=O)CCC3=NNC(=O)CC3)C2)c1 (stereo not given),-6,2,-32,-3,14,2.5,25,0,16
O=C(CN(Cc1ccccc1)S(=O)(=O)c1ccc(F)cc1)NCCC1=CCCCC1,-8,-3,34,2,7,-0.2,60,-3,2
Cc1ccc(S(=O)(=O)N2CCC(C(=O)N/N=C/c3cccnc3)CC2)cc1,2,-3,8,-5,11,-1.1,16,-7,-13
C/C(=N/NC(=O)CNC(=O)Cc1ccccc1)c1ccc(Cl)cc1,3,1,8,0,0,-0.4,-24,-12,-7
COC(=O)C1=C(N)Oc2c(oc(CO)cc2=O)C1c1c(F)cccc1Cl (stereo not given),-12,2,-21,2,1,-0.2,24,-5,23
CN(Cc1ccccc1)C(=O)COc1cc(=O)n(C)c2ccccc12,11[fluorescence artefact?],0,11,1,12,-1.1,4,-4,1
COc1cc(C(=O)NCCN2CCCC2)cc(OC)c1OC,7,0[fluorescence artefact?],24,2,9,-1.1,17,5,15
CC1(CC(=O)N/N=C/c2cc3c(cc2Br)OCO3)OCCO1,-7,-3,-3,-20,6,1.1,-13,10,15
CC(C)CCNC(=O)CCCCn1c(=O)[nH]c2ccsc2c1=O,-10,1,2,-1,-4,1.1,16,1,-1
COc1ccccc1NC(=S)NNC(=O)c1ccccc1,nt,nt,nt,-15,9,0.5,nt,2,0
O=C1CC(Sc2ncccn2)C(=O)N1c1ccccc1 (stereo not given),3,-1,-21,-2,11,0.8,11,-7,1
O=C(NC(NCCCN1CCOCC1)(C(F)(F)F)C(F)(F)F)C1CCCCC1,-14,0,-32,0,4,0.5,-4,-4,1
Nc1ccc(-c2nc3ccc(N)cc3o2)cc1,2[fluorescence artefact?],-3[fluorescence artefact?],-468,-89,16,3.3,-20,-9,6
CCCCOC(=O)C1[C@H]2C(=O)N(c3ccccc3CC)C[C@]23C=C[C@H]1O3 (stereo not given in full),-10,5[fluorescence artefact?],-26,7,12,0.2,5,-3,2
CCCCCCn1cnc2c(oc3nc4c(cc32)CCCC4)c1=O,-1,2,0,2,9,1.6,-8,5,2
COc1ccc(COc2ccccc2C(=O)Nc2ccccn2)cc1[N+](=O)[O-],2[fluorescence artefact?],4,1,22,3,1.2,4,-3,3
CCn1c(=O)cc(C(=O)OC)sc1=Nc1ccc(F)c(F)c1,-12,-6,-24,-11,10,-1.0,26,1,0
Cn1c(C(=O)NCCN2CCc3ccccc3C2)cc2c(=O)[nH]c3ccccc3c21,13,0[fluorescence artefact?],-40,-12,17,1.7,-35,-5,3
COc1ccccc1Nc1nc(N)nc(CSC(=S)N2CCCCC2C)n1 (stereo not given),5,1,25,-8,8,0.9,-16,-3,2
Cc1[nH]nc(SCC(=O)N2CCCCCC2)c1[N+](=O)[O-],-12,0,-2,-6,6,9.0,-10,6,19
CCCS(=O)(=O)c1nc(S(=O)(=O)c2ccc(C)cc2)c(NCc2ccccn2)s1,-17,1,18,-8,9,-0.6,5,18,26
Cc1nc(SCc2ccccc2F)c2oc3ccccc3c2n1,-8,-9,-10,-12,7,0.0,7,nt,14

# Source: PubChem (several laboratories)

# Only part of the results is shown; count on the stated rates, not on these rows.
